dFosB activator – activators of delta FosB homodimer, primary screen, biochemical, fluorescence polarization, TAMRA-CDK5 oligo, single point; purified delta FosB; percent of positive-control signal above neutral wells; AID 493131, 2011; activation, % at 25 µM; Protein FosB (Mus musculus), P13346; hit rate 0.99% among 340,000;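 active = mean activation above about 17%, with every replicate also reaching it, limit read from the data, passing the limit was not always enough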;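 also: fluorescence polarization rise as delta FosB binds a TAMRA Cdk5 AP-1 oligo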
Target sequence (P13346 whole entry, looked up): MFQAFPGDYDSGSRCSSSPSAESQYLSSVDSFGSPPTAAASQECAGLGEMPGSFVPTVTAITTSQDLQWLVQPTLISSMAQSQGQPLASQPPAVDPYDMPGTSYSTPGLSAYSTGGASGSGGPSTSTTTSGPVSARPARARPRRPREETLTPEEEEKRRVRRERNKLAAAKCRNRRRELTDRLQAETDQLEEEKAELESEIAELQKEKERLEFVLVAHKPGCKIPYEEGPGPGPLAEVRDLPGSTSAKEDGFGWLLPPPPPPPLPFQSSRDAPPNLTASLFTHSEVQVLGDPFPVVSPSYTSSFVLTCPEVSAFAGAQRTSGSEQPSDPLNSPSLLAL
CAL PDZ FP-1 – CAL PDZ peptide-binding inhibitors, primary screen, biochemical, fluorescence polarization, Cer-tagged CAL PDZ, HTS; AID 504414, 2011; purified CAL PDZ, TMR-peptide fluorescence polarization, 1 h; inhibition, % at 20 µM; hit rate 0.02% among 330,000;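 active = highest replicate inhibition of at least 40%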;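 also: plate controls were DMSO neutral control wells for no effect and unlabeled competitor peptide control wells for full effect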
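Test system: purified CerCALP PDZ construct; Compound dosing: one concentration, 20 µM compound; Also added: TMR-labelled reporter peptide T*-PRC34 bound in PDZ groove; Read-out: inhibition from polarization loss; Controls: unlabelled peptide and DMSO controls; Signal: FP readout, S and P plane fluorescence; Incubation: 1 h at RT.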
Wnt act – Wnt/beta-catenin pathway activators, primary screen, cell-based, plate reader, single point | hit rate 1.2% among 300,000 | activation, % at 9.35 µM | Wnt/beta-catenin reporter cell assay, activator; in the data active = activation above about 30%, passing the limit was not always enough;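 also: 0% = neutral control wells and 100% = positive control wells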
cardiac RTF act – cardiac RTF calcium sensitivity activators, primary screen, biochemical, IANBD-TnC fluorescence, EC20 calcium; activation, % at 7.2 µM; IANBD-labeled TnC RTF fluorescence at EC20 calcium; 0% EC20 calcium, 100% full calcium; hit rate 0.24% among 340,000; AID 493008, 2010; Troponin I, cardiac muscle (Homo sapiens) + Troponin T, cardiac muscle (Homo sapiens) + …;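 active = activation above the mean over all tested compounds plus 3 SD, cut at about 30% in these data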;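 also: rise in fluorescence read as greater calcium sensitivity of cardiac thin filaments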
Tat transport – E. coli Tat export inhibitors, primary screen, MC4100, TorA-mCherry reporter, fluorescence, single point. inhibition, % at 10 µM. hit rate 0.036% among 340,000. AID 488895, 2010;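 active = mean replicate inhibition at least 50% and at least half of replicates individually reaching 50%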;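 also: exported cargo escapes ClpAP degradation while cytoplasmic cargo is degraded and loses fluorescence; 0% = median of neutral control wells and 100% = median of NaSCN control wells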
CDK5 p35 inh – inhibitors of human CDK5/p35 kinase, primary screen, biochemical, single concentration; Recombinant CDK5/p35, ADP-Glo luminescence, 60 min; inhibition, % at 10 µM; hit rate 0.01% among 330,000;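 active = highest replicate inhibition of at least 50% and at least 75% of replicates reaching 50%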;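 also: plate controls were DMSO neutral control for no effect and GW8510 at 10 µM for full effect; many of its hits are not listed in these tables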
Target sequence (Q00535 whole entry, looked up): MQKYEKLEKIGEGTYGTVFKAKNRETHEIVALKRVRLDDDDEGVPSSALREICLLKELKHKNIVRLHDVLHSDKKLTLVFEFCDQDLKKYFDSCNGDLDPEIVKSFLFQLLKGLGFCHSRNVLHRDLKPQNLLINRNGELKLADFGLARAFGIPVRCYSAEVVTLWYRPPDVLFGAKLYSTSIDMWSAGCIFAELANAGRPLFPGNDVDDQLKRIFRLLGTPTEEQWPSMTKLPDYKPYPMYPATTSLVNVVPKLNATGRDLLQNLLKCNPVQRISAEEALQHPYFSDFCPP
Target sequence (Q15078 whole entry, looked up): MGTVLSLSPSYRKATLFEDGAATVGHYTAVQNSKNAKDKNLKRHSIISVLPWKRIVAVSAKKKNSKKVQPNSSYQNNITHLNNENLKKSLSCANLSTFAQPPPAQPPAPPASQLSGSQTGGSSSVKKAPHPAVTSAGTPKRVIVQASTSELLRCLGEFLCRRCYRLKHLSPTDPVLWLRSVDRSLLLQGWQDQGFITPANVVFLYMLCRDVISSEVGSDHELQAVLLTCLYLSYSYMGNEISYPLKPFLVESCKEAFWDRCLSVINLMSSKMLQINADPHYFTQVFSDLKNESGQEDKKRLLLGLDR
CAL PDZ FP-2 – untagged CAL PDZ binding inhibitors, primary screen, biochemical, fluorescence polarization, HTS | Golgi-associated PDZ and coiled-coil motif-containing protein (Homo sapiens), Q9HD26 | purified CAL PDZ, TMR-peptide fluorescence polarization, 1 h | inhibition, % at 24.9 µM | hit rate 0.92% among 300,000 | AID 602252, 2012;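 active = mean inhibition of at least 30% with at least half of replicates also reaching 30%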;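 also: 0% = DMSO neutral control and 100% = excess unlabeled competitor peptide PRC23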
V-ATPase pHluor – regulators of yeast V-ATPase proton pumping, primary screen, pHLuorin cytosolic pH fluorescence. hit rate 0.37% among 350,000. S. cerevisiae. AID 504577, 2011. response, % at 10 µM; in the data active = response mostly above about 7.3%, no sharp cut-off; inactive = mostly below about 5.4%; also: actives read high; inactives centre near 0; some compounds called inactive have numbers as strong as hits
MITF TRPM1 HTS – activators of MITF-driven TRPM1 promoter reporter, primary screen, cell-based, SK-MEL-5, luciferase, single point; SK-MEL-5 TRPM1-promoter luciferase, 24 h; % of positive control, neutral wells = 0; activation, % at 12.5 µM; hit rate 0.75% among 300,000; AID 588334, 2011;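 active = mean activation of at least 80% with every replicate also reaching 80%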;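 also: 0% = neutral control wells and 100% = parthenolide positive control wells; values of inactives mirror those of a sister screen read the other way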
Rtt109 HAT inh – inhibitors of C. albicans Rtt109/Vps75 HAT, primary screen, biochemical, ThioGlo CoA-SH fluorescence, plate reader | inhibition, % at 34.9 µM | purified Rtt109/Vps75, 4 h | hit rate 0.16% among 330,000 | AID 540336, 2011;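 active = inhibition of at least 50% in every replicate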
* hit, by the source's call; · = no result given. Hits appear at their usual frequency. Share with any hit: about 4.1%.

Every second line gives: dFosB activator	CAL PDZ FP-1	Wnt act	cardiac RTF act	Tat transport	CDK5 p35 inh	CAL PDZ FP-2	V-ATPase pHluor	MITF TRPM1 HTS	Rtt109 HAT inh
> CC1CCCCC1NC(=O)CN(C)S(=O)(=O)c1ccc2c(c1)c(=O)n(C)c(=O)n2C (stereo unspecified)
 : 2	-3.0	-1	-2	-13	1.0	0	0	0	-14
> CCc1c(C(=O)O)[nH]c2ccc(Br)cc12
 : -2	1.1	0	-7	-6	0.8	·	1	·	-1
> Cc1ccc(N=Nc2c(N)n[nH]c2N)cc1
 : 0	0.9	9	-1	-5	0.3	-4	-5	46	2
> Cn1c(=O)c2c(nc(Cl)n2Cc2ccc(Cl)c(Cl)c2)n(C)c1=O
 : -5	0.4	·	-2	1	-1.4	-2	-2	1	-9
> COc1cc(-c2[nH]ncc2CN2CCSCC2)cc(OC)c1OC
 : 5	-1.0	7	4	1	-1.8	-3	-4	-11	2
> CCCCCn1c(=O)[nH]c2cc(C(=O)N3CCN(CC)CC3)ccc2c1=O
 : -6	0.2	6	-5	-2	-0.3	-6	4	-11	-1
> O=C(N/C(=C\c1cccc(Br)c1)C(=O)N1CCCCC1)c1ccco1
 : -1	-2.0	-8	-5	2	0.7	0	6	5	6
> COc1ccccc1-c1coc2c(CN3CCN(CCO)CC3)c(O)ccc2c1=O
 : -3	-0.7	·	-4	-7	1.2	1	-1	3	-84
> COc1ccc(NC(=O)C2CCN(S(=O)(=O)c3ccc(N4CCCC4=O)cc3)CC2)c(OC)c1
 : -6	-2.4	0	0	5	-2.7	34*	11	-6	0
> CCCN(CCC)S(=O)(=O)c1ccc(NC(=O)c2cc(C(=O)OC)cc([N+](=O)[O-])c2)cc1
 : -10	-0.6	-11	4	2	-0.8	-2	5	-8	-12
> O=C(CCCN1C(=O)/C(=C/c2ccccc2Cl)SC1=S)N1CCOCC1
 : -1	-1.2	0	2	4	-0.2	1	0	2	3
> CCOc1ccccc1N(CC(=O)Nc1ccc(OC)cc1)S(=O)(=O)c1ccccc1
 : -5	-2.5	0	-6	4	0.7	0	-2	·	8
> COc1ccc(CNC(=O)c2nnn(CC(=O)Nc3cc(C)cc(C)c3)c2N)cc1
 : 48*	-1.4	-2	-7	0	0.7	-7	1	4	-4
> Cc1ccc(CN(Cc2ccccc2)C(=S)Nc2ccccc2C)o1
 : -1	0.1	0	2	-4	-0.6	9	-2	2	2
> CCOC(CCNC(=O)c1cn(-c2cccc(C)n2)cn1)OCC
 : -3	1.2	1	1	9	-0.5	-6	-1	7	-3
> CCOc1ccc(OCCCCN(C)C)cc1
 : 1	-0.9	·	-7	-3	-2.2	-3	1	-5	3
> CCOC(=O)CN1C(=O)N[C@@H](c2cccc(C(F)(F)F)c2)C(C(=O)OC)=C1C
 : -2	-1.2	-2	19	0	-1.4	-2	-9	7	0
> O=C1C(Cc2ccccc2)S/C(=N/N=C/c2ccco2)N1c1ccccc1 (stereo unspecified)
 : 3	-1.9	·	1	-3	-0.3	0	3	-4	-1
> OCCN(CC#CC(O)(c1ccccc1)c1ccccc1)CCO
 : 1	0.8	0	-1	5	-0.4	1	-1	-11	-7
> Cc1ccc(S(=O)(=O)Nc2ccc(C(=O)NCc3ccncc3)cc2)cc1
 : -2	-0.9	0	10	4	-3.4	-2	-4	-1	0
> CC(C)(C)NCC(O)COc1ccccc1C(C)(C)C (stereo unspecified)
 : -5	-2.7	·	0	0	0.8	-3	-4	1	7
> C=CCn1c(-c2ccc(Cl)cc2)cnc1SC(C)C(N)=O (stereo unspecified)
 : -3	-1.4	1	-2	0	0.6	·	0	-1	-5
> CCN(CC)S(=O)(=O)c1ccc(OC)c(NC(=O)Cn2cnc3c2c(=O)n(C)c(=O)n3C)c1
 : -9	-2.3	-1	2	-2	-2.9	1	1	-5	-10
> O=C(c1ccc([N+](=O)[O-])o1)N1CCN(c2nc3ccc(F)cc3s2)CC1
 : -1	-1.6	3	-3	-4	-5.2	-6	67*	-50	-5
> Cc1ccc2oc(=O)c3cnn(CC(=O)N(Cc4ccco4)C4CCCCC4)c3c2c1
 : 4	-0.1	0	0	-1	-2.0	6	2	-8	5
> Cc1ccc(C2(SCC(N)C(=O)O)c3ccccc3-c3ccccc32)cc1 (stereo unspecified)
 : -24	-0.6	0	-7	8	0.7	-5	-2	4	1
> COc1ccc(C)cc1S(=O)(=O)NCC(c1ccc2c(c1)OCO2)N1CCN(C)CC1 (stereo unspecified)
 : -6	-1.0	-1	-2	9	0.0	1	-3	7	-2
> Cc1ccc2sc(N(CCCN(C)C)C(=O)c3nc4ccccc4s3)nc2c1C
 : -32	-4.0	1	4	-11	5.0	-3	-14	-32	-16
> CCCCN(C)C(=O)c1c[nH]c2ccc(S(=O)(=O)N3CCOCC3)cc2c1=O
 : 3	0.4	-1	-5	0	-1.3	1	3	·	-1
> CCn1c(SCC(=O)NCCOc2ccccc2)nc2ccccc2c1=O
 : -5	-0.1	-2	3	1	-2.9	-5	-1	-3	-4
> CCCCN(CC)C(=O)Cc1c(C(=O)O)[nH]c2ccc(Cl)cc12
 : 4	-0.5	-1	-2	7	-0.4	·	7	·	5
> CC1(C)CC(NC(=O)c2cc(S(=O)(=O)N3CCCCC3)ccc2Cl)CC(C)(C)N1
 : -11	1.1	0	1	-2	-0.1	·	-4	0	-1
> CN(C)C(=O)c1ccc(NC(=O)CN2CCc3cc4c(cc3C2)OCCCO4)cc1
 : -4	-2.1	-1	0	-9	-4.1	0	-1	0	-5
> COc1ccc2oc(=O)c(NC(=O)C3CCCCC3)cc2c1
 : -8	-1.1	·	0	2	-1.9	·	3	15	-12
> Cc1ccc(C(=O)NNC(=O)CCC(=O)NCc2ccccc2)cc1Br
 : 13	-2.2	-2	0	-14	1.3	16	-1	2	-6
> OC(c1ccccc1)C(Nc1ccccn1)c1ccccc1 (stereo unspecified)
 : 3	-0.4	-2	-3	-2	-1.1	-2	-6	6	-9
> Cc1ccc2nc(C)c(C(=O)N/N=C/c3cccs3)n2c1
 : -6	-2.7	·	1	-2	0.1	-1	2	-1	1
> CCN(CC)c1ccc(NC(=S)NC(=O)Cc2ccccc2)cc1
 : -8	0.5	1	3	5	1.6	-2	-2	-4	9
> CCOc1ccc(N2C(=O)CC(NCCNc3ccc(C(=O)c4cccs4)cc3)C2=O)cc1 (stereo unspecified)
 : -5	-0.7	-4	-4	-8	-1.1	0	8	-2	-5
> O=C(CCN1C(=O)/C(=C/c2ccc(F)cc2)SC1=S)Nc1cccnc1
 : 19*	-2.2	-2	1	1	-0.2	-3	6	3	-10
> O=C1COc2cc(ccc2[N+](=O)[O-])Oc2ccc(cc2Cl)C(=O)CCCCO1
 : -1	-0.2	1	-5	-3	-0.3	-10	4	2	7
> O=C(Nc1ccccc1)Nc1nc(-c2ccc(Cl)cc2)cs1
 : 3	-0.4	-1	-9	-15	1.5	-3	-1	14	8
> O=C(Cc1n[nH]c(=O)c2ccccc12)N/N=C/c1cc2c(cc1Cl)OCO2
 : -4	-2.9	-2	2	3	0.0	-1	5	-6	0
> CC1CCN(C(=O)c2cc(Cl)ccc2NC(=O)c2ccco2)CC1
 : 0	-3.3	-1	4	-4	-0.5	-3	1	0	1
> O=C(CCC(=O)NNC(=O)c1ccc([N+](=O)[O-])cc1)NCc1ccccc1
 : 5	-1.0	0	10	1	0.3	1	2	11	4
> CCCOc1ccc(C2c3c(oc4ccccc4c3=O)C(=O)N2CCN(CC)CC)cc1OC (stereo unspecified)
 : 2	-2.7	·	-5	-8	0.5	0	2	22	-3
> CCc1ccc(-c2cc(C(=O)O)c3ccccc3n2)s1
 : -13	-2.2	12	-1	-7	0.0	-3	8	18	0
> Cc1ccc(NC(=O)C2CCN(S(C)(=O)=O)CC2)cc1Cl
 : -5	-2.5	2	-5	-2	-2.2	1	4	-9	-3
> O=C(Oc1ccccc1C(=O)Nc1ccccc1)c1ccccc1Br
 : -6	-1.8	-2	6	8	0.0	-4	1	3	7
> CCOc1ccc(C(=O)N/N=C/c2cccc3cccnc23)cc1
 : -26	-0.8	·	-1	-16	0.1	-2	-4	-19	-1
> COC(=O)c1cc(OC)c(OC)cc1NC(=O)c1c(-c2ccccc2Cl)noc1C
 : -4	-3.8	-3	-5	10	0.6	-9	2	-2	-2
> Cc1nc(C(F)(F)F)ccc1C(=O)Nc1ccccc1N1CCOCC1
 : -1	-1.6	0	2	-6	0.2	-6	0	-16	-7
> Cc1nc(NC(=O)c2cc(-n3cnnc3)ccc2Cl)ccc1Br
 : -11	-1.8	-4	-1	-12	0.1	·	10	-12	3
> c1ccc(Cn2cc(-c3ccccc3)cn2)cc1
 : 8	-0.2	4	7	2	-0.8	1	0	56	5
> O=C(NC1CCN(C(=O)Nc2ccccc2Cl)CC1)c1ccccc1
 : -4	0.7	-1	4	-3	-4.3	·	-3	·	-6
> CC1CN(C(=O)c2c(Br)cnn2C)CC(C)O1 (stereo unspecified)
 : 2	-0.7	·	5	1	-1.2	-2	2	-6	-5
> C=CCOc1ccc(/C=C/C(=O)OCC(=O)NCC2CCCO2)cc1 (stereo unspecified)
 : -3	-1.4	0	0	-5	0.2	-4	2	-6	-3
> N=C1C(=O)OCC1c1cc(Cl)ccc1NC(=O)Nc1ccccc1 (stereo unspecified)
 : -2	-0.6	-4	5	-6	-0.2	-5	-2	·	-6
> Cc1c2cnn(CC(=O)NCCCN3CC(C)CC(C)C3)c(=O)c2c(C)n1Cc1ccc(Cl)cc1 (stereo unspecified)
 : 1	-3.9	-2	-5	5	·	-4	-4	0	-4
> CCOC(=O)C(=NC(C)C)NNc1cc(Cl)ccc1Cl
 : -1	-0.8	40*	-6	-2	-0.3	-5	-4	-9	·

(listing goes on)
Every second line gives: dFosB activator	CAL PDZ FP-1	Wnt act	cardiac RTF act	Tat transport	CDK5 p35 inh	CAL PDZ FP-2	V-ATPase pHluor	MITF TRPM1 HTS	Rtt109 HAT inh
> Cc1ccc(N(CC(=O)N2CCN(C3CCCCC3)CC2)S(=O)(=O)c2cccnc2)cc1
 : -4	-1.7	·	0	0	-1.1	-3	1	-2	-6
> Cc1cc(C(=O)COc2ccc(F)cc2Br)c(C)n1C
 : -1	-0.4	5	4	7	1.7	·	0	42	5
> O=C(O)c1cc(Cl)c2c(c1)OCO2
 : -4	0.1	1	3	-1	-0.9	6	-1	-8	4
> CC1=C/C(=C\c2ccc3c(c2)OCO3)C(=O)S1
 : -7	-0.2	·	0	-11	1.7	-1	8	19	29

Assay outcomes: PubChem, several laboratories
